Compound activity as filed in PubChem.
SENP6 inh: SENP6 protease inhibition; inhibition, % at 10 µM; Q9GZR1; Recombinant SENP6 catalytic domain, aminoluciferin luminescence; AID 2599; 330,000 compounds, 1.8% hits;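 active = inhibition above about 50% at the single tested dose, limit read from the data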;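 also: plate controls were DMSO wells with enzyme for no effect and DMSO wells lacking enzyme for full effect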
Target sequence (Q9GZR1 628-1112 limits assumed): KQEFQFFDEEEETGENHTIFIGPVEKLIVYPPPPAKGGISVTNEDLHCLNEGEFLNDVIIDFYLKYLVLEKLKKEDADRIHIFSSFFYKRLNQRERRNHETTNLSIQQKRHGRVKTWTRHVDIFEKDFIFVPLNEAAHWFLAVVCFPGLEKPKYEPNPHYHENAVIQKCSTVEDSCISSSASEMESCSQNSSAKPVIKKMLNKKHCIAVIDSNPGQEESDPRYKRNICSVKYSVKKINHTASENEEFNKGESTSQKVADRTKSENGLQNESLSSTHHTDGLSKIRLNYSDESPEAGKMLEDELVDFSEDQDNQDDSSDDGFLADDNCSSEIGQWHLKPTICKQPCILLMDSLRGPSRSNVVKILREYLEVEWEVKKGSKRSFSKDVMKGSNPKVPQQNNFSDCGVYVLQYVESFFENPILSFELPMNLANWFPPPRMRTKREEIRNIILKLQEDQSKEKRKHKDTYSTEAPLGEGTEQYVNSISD
MPTP block: permeability transition pore inhibition; isolated mouse mitochondria, Ca2+ swelling absorbance, 30 min; inhibition, % at 10 µM; 360,000 compounds, 1.4% hits;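 active = inhibition of 50% or more, scaled per plate between neutral and stimulator controls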;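 also: 0% = DMSO wells given calcium and 100% = 1 mM EGTA wells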
SENP8 inh: SENP8 (human) protease inhibition. AID 602440. Q96LD8. 360,000 compounds, 0.64% hits. recombinant SENP8, Nedd8 substrate fluorescence. inhibition, % at 20 µM; in the data active = inhibition mostly above about 40%, no sharp cut-off; inactive = mostly below about 27%
Target sequence (Q96LD8 whole entry, looked up): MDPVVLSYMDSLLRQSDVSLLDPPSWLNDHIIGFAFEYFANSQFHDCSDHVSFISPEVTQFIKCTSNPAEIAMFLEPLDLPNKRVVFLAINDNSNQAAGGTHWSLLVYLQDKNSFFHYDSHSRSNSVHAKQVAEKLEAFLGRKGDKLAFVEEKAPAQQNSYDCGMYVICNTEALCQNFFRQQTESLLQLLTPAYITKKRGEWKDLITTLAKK
SENP7 inh: SENP7 protease inhibition. Q9BQF6. recombinant SENP7, Z-RLRGG-aminoluciferin luminescence, 40 min. inhibition, % at 5 µM. 330,000 compounds, 1.5% hits;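 active = inhibition above about 50% at the single test dose, limit read from the data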;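 also: plate controls were DMSO with enzyme for no effect and no enzyme buffer wells for full effect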
Target sequence (Q9BQF6 706-1050 limits assumed): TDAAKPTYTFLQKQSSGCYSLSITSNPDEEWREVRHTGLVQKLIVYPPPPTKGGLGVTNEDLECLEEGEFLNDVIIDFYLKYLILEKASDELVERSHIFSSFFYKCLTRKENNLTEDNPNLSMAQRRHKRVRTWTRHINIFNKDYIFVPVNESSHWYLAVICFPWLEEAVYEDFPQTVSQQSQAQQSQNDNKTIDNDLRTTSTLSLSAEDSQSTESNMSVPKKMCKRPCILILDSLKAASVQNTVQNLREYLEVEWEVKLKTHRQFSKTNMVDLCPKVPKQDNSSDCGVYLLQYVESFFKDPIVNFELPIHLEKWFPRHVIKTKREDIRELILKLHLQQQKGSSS
Starred values were filed as active, the others as inactive; i = inactive; . = not tested or not shown.

Fields – SENP6 inh	MPTP block	SENP8 inh	SENP7 inh
> COc1ccc(S(=O)(=O)N2CCCCCC2)cc1C(=O)OCC(=O)Nc1cc(C)on1
    3	.	.	7
> Cn1nc(OC(=O)Nc2ccccc2)cc1C(F)(F)F
    42	.	.	33
> C#CCOCCOCCOCCNc1nc(N2CCN(C(=O)[C@H]([C@@H](C)CC)n3cc([C@@H](N)Cc4ccc(O)cc4)nn3)CC2)nc(N2CCN(C(=O)[C@H](CCCCN)n3cc([C@@H](N)CC(C)C)nn3)CC2)n1
    -5	.	.	-8
> CC(=O)NC(c1cccs1)c1cc(Br)c2cccnc2c1O (configuration not stated)
    .	.	0	.
> CNC(=O)C1(C)CCN1C(=O)c1ccccc1CCc1ccccc1 (configuration not stated)
    .	-0.6	10	.
> O=C(NCc1cc(Cl)cc(Cl)c1)c1ccc2nc([C@@H]3O[C@H](CO)[C@@H](O)[C@H]3O)[nH]c2c1
    .	-0.5	14	.
> CC1=C(C(=O)N(C(C)C)C(C)C)CC(CC(=O)NCc2ccco2)C(=O)N1CCCN1CCCC1=O (configuration not stated)
    .	-2.6	18	.
> CC(C)C(=O)N1CCC1(C)C(=O)Nc1ccc(-n2cccc2)cc1 (configuration not stated)
    .	0.4	-5	.
> Cc1nc2c(OCc3ccc(C(F)(F)F)cc3)cccn2c1N(C)C(=O)CCC1CCCC1
    .	0.4	3	.
> CCOC(=O)N(C)c1c(CC)nc2c(OCc3ccccc3OC)cccn12
    .	-0.3	-18	.
> O=C(C[C@H]1CC[C@H]2[C@@H](COC[C@@H](O)CN2S(=O)(=O)c2ccc(F)cc2)O1)N[C@@H]1CCN(Cc2ccccc2)C1
    .	1.1	18	.
> CC(=O)c1cccc(-c2ccnc3c2CC(C(=O)Nc2ccc4c(c2)OCO4)O3)c1 (configuration not stated)
    .	0.9	16	.
> CCCC(=O)N1CCC1(C)C(=O)Nc1cc(-c2ccccc2)nn1C (configuration not stated)
    .	0.3	8	.
> CCCCN1C(=O)C(CC(=O)NCc2ccco2)CC(C(=O)N2CCCCCC2)=C1C (configuration not stated)
    .	-1.2	15	.
> COc1ccccc1-c1cn(CC[C@@H]2CC[C@H](NC(=O)C3CCC3)[C@@H](CO)O2)nn1
    .	-0.1	14	.
> COc1ccc(-c2[nH][nH]c(=O)c2NC(=O)c2ccccn2)cc1
    .	-1.3	42*	.
> CCC(c1nnnn1-c1ccc2c(c1)OCCO2)N1CCN(c2ccc(OC)cc2)CC1 (configuration not stated)
    .	-0.6	8	.
> CC(=O)NC(c1ccc(F)c(F)c1)c1nc(-c2cccs2)cs1 (configuration not stated)
    .	0.1	12	.
> CC1(C(=O)NCc2ccccc2Br)CCN1Cc1ccc(-c2ccccc2)o1 (configuration not stated)
    .	0.7	11	.
> Nc1c([N+](=O)[O-])cc2c3c(cccc13)CC2
    .	-0.8	32	.
> CC(C)C[C@H]1COc2cc(N3CCC[C@H]3CO)ccc2S(=O)(=O)N1
    .	-0.7	6	.
> Cc1ccc(S(=O)(=O)N2CCC(=O)N([C@H](COCc3cccc(Cl)c3)Cc3ccccc3)CC2)cc1
    .	0.2	8	.
> CCOC(=O)C1CCC(=O)N1Cc1c[nH]c2ccccc12 (configuration not stated)
    .	0.2	10	.
> O=C1NC[C@H](Cc2ccccc2)N(C[C@@H]2CCCN2C[C@H](Cc2ccc(O)cc2)N2C[C@H](Cc3ccccc3)N(CC3CCCCCC3)C(=O)C2=O)C1=O
    .	-5.6	22	.
> O=C(O)c1nc(-c2ccccc2)c(C(=O)NC2CC2)[nH]1
    .	-0.6	19	.
> Cc1nnsc1-c1nc2ccccc2n1C(CCc1ccccc1)c1nc2ccccc2[nH]1 (configuration not stated)
    .	1.6	-85	.
> CN1C(=O)[C@@](O)(c2cn(C)c3ccccc23)c2ccccc21
    .	-2.2	16	.
> CCc1nc2c(OCCOc3ccc(F)cc3)cccn2c1N(C)C(=O)c1cccs1
    .	0.7	11	.
> COc1cccc(-c2cc(NC=O)c3ncc(-c4cccc(C(=O)NCCN(C)C)c4)n3c2)c1
    .	0.3	-308	.
> CCCNC(=O)c1cc(C2CCCCN2C(=O)OC)on1 (configuration not stated)
    .	0.6	8	.
> CCOC(=O)C1(C)CCCN1C(=O)c1snnc1C (configuration not stated)
    .	-1.7	7	.
> CCc1nc2c(OCc3ccccc3C)cccn2c1N(C)C(=O)c1ccc(C)cc1
    .	-0.1	23	.
> CC(C)CCN1C(=O)CSCC1(C)C(=O)NC(C)C (configuration not stated)
    .	0.5	27	.
> O=C(CC[C@H]1O[C@@H](n2cnc3c(NC(=O)c4ccccc4)ncnc32)[C@H](O)[C@@H]1O)NCCCN1CCOCC1
    .	-1.6	14	.
> CCc1nc2c(OCC(=O)C(C)(C)C)cccn2c1N(C)C(=O)COc1ccccc1
    .	-1.1	-16	.
> OCC[C@@H]1C[C@H](O)[C@@H](O)[C@@]2(OCCCc3cc(Cl)ccc32)O1
    .	-0.3	19	.
> CCCc1ccc(C(O)c2ncc(-c3ccccc3C)[nH]2)cc1 (configuration not stated)
    .	3.0	13	.
> CC1Oc2ccc(C#N)cc2N(Cc2ccccc2OC(F)(F)F)C1=O (configuration not stated)
    .	-0.1	2	.
> Cc1ccc(Cn2cc(CN3CC(N4CCN(Cc5cccc(C)c5)CC4)CS3(=O)=O)nn2)cc1 (configuration not stated)
    .	1.0	13	.
> CC(C)C[C@@H](COCc1ccc(F)cc1)N1CCN(C(=O)c2cccc(C(F)(F)F)c2)CCC1=O
    .	-0.3	17	.
> CN(C)c1ccc(-c2ccnc3c2CC(C)(C(=O)NCC2CC2)O3)cc1 (configuration not stated)
    .	0.0	i	.
> O=C(Nc1ccc(F)c(Cl)c1)c1cc(C2CCCN(S(=O)(=O)c3ccccc3)C2)on1 (configuration not stated)
    .	1.9	8	.
> COc1ccc(S(=O)(=O)N2CCCCC2c2cc(C(=O)Nc3ccc(OC)cc3C)no2)cc1 (configuration not stated)
    .	0.2	12	.
> c1ccc(N2[C@@H]3c4ccccc4C[C@H]2c2ccccc23)cc1
    .	3.1	37	.
> CC(C)Oc1ccc(CN2CCC2(C)C(=O)NCc2cccc3ccccc23)cc1 (configuration not stated)
    .	1.9	-7	.
> Cc1ccc(OCCN2CCC2(C)C(=O)NCc2cccc3ccccc23)cc1 (configuration not stated)
    .	-0.2	6	.
> O=C(Nc1ccc(F)c(Cl)c1)c1csc([C@@H]2C[C@H](O)[C@@H](CO)O2)n1
    .	1.1	10	.
> Cc1nc(NC(=O)c2ccccc2)sc1-c1cc(C(=O)N2CCOCC2)nn1CCO
    .	0.3	-22	.
> CCOC(=O)C1=CC[C@@H](c2ccc(OC)cc2)N(S(=O)(=O)c2ccc(C)cc2)[C@H]1CC
    .	1.4	2	.
> CC1(C(=O)O)CCN1C(=O)COc1ccc(Cl)cc1 (configuration not stated)
    .	-0.3	8	.
> CC(=O)Nc1cc(-c2cccc(C(=O)N(C)C)c2)cn2c(-c3cccc(C(=O)N(C)C)c3)cnc12
    .	0.3	-217	.
> CCc1nc2ccc(C(=O)NCCOc3ccc(OC)cc3)cn2c1N(CC)Cc1cccc(Br)c1
    .	-0.8	-9	.
> CC(C)=CCC[C@H](C)C[C@@H]1Cc2[nH][nH]c(=O)c2[C@H](c2ccc(Cl)cc2)O1
    .	2.6	9	.
> O=S1(=O)N[C@H](Cc2ccccc2)COc2cc(N3CCC[C@H]3CO)ccc21
    .	0.4	9	.
> NC(Cc1ccc(Cl)cc1)c1csc(NC(=O)Nc2ccccc2-c2ccccc2)n1 (configuration not stated)
    .	4.1	-11	.
> O=C(C1=NOC2(C1)C(=O)Nc1ccccc12)N1CCCC1 (configuration not stated)
    .	-0.2	10	.
> COc1ccccc1-c1ccc2c(c1)C(C)(Cc1cccc(F)c1)C(=O)N2 (configuration not stated)
    .	2.4	2	.
> COC(=O)[C@]12CCCCC=C1N(Cc1ccco1)C(=O)[C@H](CC(=O)NCCC(C)C)C2
    .	-0.3	3	.
> Cc1ccc(S(=O)(=O)N2CCN(c3nc(-c4cccs4)nc4ccccc34)CC2)cc1
    .	-0.8	-135	.
> COCCNc1nc(NCCCN2CCCC2=O)c2sc(-c3ccccc3)cc2n1
    .	-0.9	-378	.

Compound profiles, from the list above. Values in the order: SENP6 inh | MPTP block | SENP8 inh | SENP7 inh
O=C(Nc1ccc(F)c(Cl)c1)c1csc([C@@H]2C[C@H](O)[C@@H](CO)O2)n1 as listed: . | 1.1 | 10 | .
O=S1(=O)N[C@H](Cc2ccccc2)COc2cc(N3CCC[C@H]3CO)ccc21 as listed: . | 0.4 | 9 | .

The listing picks up, repeating the two entries before the break.
Fields – SENP6 inh	MPTP block	SENP8 inh	SENP7 inh
> Cc1ccc(S(=O)(=O)N2CCN(c3nc(-c4cccs4)nc4ccccc34)CC2)cc1
    .	-0.8	-135	.
> COCCNc1nc(NCCCN2CCCC2=O)c2sc(-c3ccccc3)cc2n1
    .	-0.9	-378	.
> COc1ccc(-c2cc(NC(C)=O)c3ncc(-c4cccc(C(C)=O)c4)n3c2)cc1OC
    .	0.7	-135	.
> COc1ccc(C(C(=O)Nc2ccc3c(c2)OCCO3)n2c(=O)c(-c3ccco3)nc3ccccc32)cc1 (configuration not stated)
    .	-0.2	-274	.
> Cc1ccc(C(=O)Nc2nc(C(N)Cc3ccc(C(F)(F)F)cc3)cs2)cc1 (configuration not stated)
    .	0.8	-2	.
> OC(c1cc(F)cc(Cl)c1)c1ncc(-c2ccc3ccccc3c2)[nH]1 (configuration not stated)
    .	13	-128	.
> COc1cccc(C(C(=O)NC2CCCC2)N2CCN(c3ncccc3C#N)CC2)c1OC (configuration not stated)
    .	-1.4	-18	.
> Cc1ccccc1S(=O)(=O)N1C[C@@H]2C(C(=O)C[C@@H]3C(=O)N(C)C(=O)[C@@H]32)[C@@H]1c1ccc(Cl)cc1 (some centres not stated)
    .	1.6	12	.
> CCOC(=O)C1=CC[C@@H](c2ccccc2)N(S(=O)(=O)c2ccc(C)cc2)[C@H]1C=C(C)C
    .	0.8	4	.
> Oc1cccc(-c2csc(C(O)(c3ccccc3)C(F)(F)F)n2)c1 (configuration not stated)
    .	2.5	18	.
> O=S1(=O)CC(N2CCCC2)CN1Cc1cn(Cc2ccc(F)cc2)nn1 (configuration not stated)
    .	1.1	21	.
> CC1=C(C(=O)N2CCOCC2)CC(CC(=O)NCC2CCCCC2)C(=O)N1Cc1ccc(C(C)(C)C)cc1 (configuration not stated)
    .	-0.3	26	.
> C[C@H]1COc2cc(N3CC[C@H](O)C3)ccc2S(=O)(=O)N1
    .	0.9	19	.
> O=C(NCc1ccccc1)C(c1ccccc1)n1c(-c2ccncc2)nc2ccccc21 (configuration not stated)
    .	-0.9	-147	.
> COc1cccc(-c2cnc3c(NC=O)cc(-c4ccc(N5CCN(C)CC5)cc4)cn23)c1
    .	0.2	-357	.
> Cc1nc(C(F)(F)F)ccc1C(=O)N1CCCC(C(=O)O)CC1 (configuration not stated)
    .	0.1	33	.
> O=C(c1[nH]c(C(F)(F)F)nc1-c1ccccc1)N1CCN(c2ncccn2)CC1
    .	-0.4	2	.
> Cn1c(=O)c2cc(NC(=O)NCCc3ccccc3)ccc2n1Cc1ccccc1
    .	0.7	i	.
> COc1ccc(-c2ccc(C(=O)Nc3cccc(NS(C)(=O)=O)c3)c3occc23)c(C)c1
    .	3.2	-41	.
> CCCS(=O)(=O)NC(=O)C1(C)CCN(C(=O)c2ccc(C#N)cc2)C1 (configuration not stated)
    .	1.4	4	.
> CCc1nc2ccc(C(=O)NCCN3CCOCC3)cn2c1N(CC)CCOC
    .	-0.9	7	.
> COc1cccc(-c2cnc3c(NC(C)=O)cc(-c4ccc(C(=O)N5CCOCC5)cc4)cn23)c1
    .	-0.2	-343	.
> CC(C)NC(=O)C1(C)Cc2c(-c3cccc(C(F)(F)F)c3)ccnc2O1 (configuration not stated)
    .	-0.3	22	.
> COCCCN1C(=O)C(CC(=O)NC2CCCCC2)CC(C(=O)N(C(C)C)C(C)C)=C1C (configuration not stated)
    .	-2.0	21	.
> O=[N+]([O-])c1ccc(Cl)c(CN2CCN(c3ncc(Cc4ccccc4)cn3)CC2)c1
    .	3.0	26	.
> COCC(=O)N1C[C@H]2CON(C)[C@H]2C[C@H]1c1ccc(N2CCCCC2)cc1
    .	0.2	10	.
> C[C@H]1CN([C@@H](C)CO)C(=O)CCCn2cc(nn2)CO[C@@H]1CN(C)C(=O)Oc1ccccc1
    .	0.1	7	.
> OC(c1ccc(F)cc1)c1nc(-c2ccccc2)cs1 (configuration not stated)
    .	0.2	-3	.
> Clc1cccc(CNc2ccn3nc(-c4ccc(OCc5ccccc5)cc4)cc3n2)c1
    .	0.9	i	.
> CC(C)Oc1ccc(CN2CCC2(C)C(=O)Nc2cnc3ccccc3c2)cc1 (configuration not stated)
    .	0.9	-5	.

An excerpt (hit frequency here may not be typical).
